Assay outcomes deposited in PubChem BioAssay by several laboratories.
Cl transport mod – KCC2 (human) Cl- transport modulation. 190,000 compounds, 2.2% hits. KCC2 cells, thallium flux FluoZin-2 fluorescence. Q9H2X9. B-score of Tl+ flux slope (higher = more flux/activation; lower = inhibition) at 10 µM;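 active = thallium flux slope and its plate-corrected score both differing from the plate sample mean at a set confidence after two filtering rounds, in either direction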;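 also: slope of fluorescence scaled to starting intensity during 10 to 20 s after thallium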
FXIa inh – factor XIa (human) inhibition; purified FXIa, Boc-Glu-Ala-Arg-AMC fluorogenic substrate; inhibition, % at 5 µM; 220,000 compounds, 0.14% hits;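 active = inhibition of at least 40%; inactive = inhibition below 40%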;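 also: fluorescence of freed AMC excited at 355 nm; 0% = enzyme without compound and 100% = no enzyme blank; many of its hits are not listed in these tables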
hK5 inh – kallikrein 5 (human) inhibition; Q9Y337; recombinant hK5, fluorogenic AMC substrate cleavage; inhibition, % at 5 µM; 210,000 compounds, 0.59% hits; AID 873;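 active = inhibition of 40% or more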;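 also: 0% = enzyme controls without compound and 100% = no-enzyme blanks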
Calpain2 inh – inhibitors of pig calpain II. purified calpain II, fluorogenic peptide substrate, 30 min. inhibition, % at 16 µM. 220,000 compounds, 0.37% hits;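 active = inhibition above about 50%, limit read from the data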
FXIIa inh – factor XIIa (human) inhibition; P00748; purified FXIIa, Boc-QGR-AMC fluorogenic substrate, 2 h; inhibition, % at 5 µM; 220,000 compounds, 0.3% hits; AID 800; in the data active = inhibition above about 40%;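 also: 0% = enzyme with no compound and 100% = blank without enzyme; many of its hits are not listed in these tables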
Target sequence (P00748 20-372 limits assumed): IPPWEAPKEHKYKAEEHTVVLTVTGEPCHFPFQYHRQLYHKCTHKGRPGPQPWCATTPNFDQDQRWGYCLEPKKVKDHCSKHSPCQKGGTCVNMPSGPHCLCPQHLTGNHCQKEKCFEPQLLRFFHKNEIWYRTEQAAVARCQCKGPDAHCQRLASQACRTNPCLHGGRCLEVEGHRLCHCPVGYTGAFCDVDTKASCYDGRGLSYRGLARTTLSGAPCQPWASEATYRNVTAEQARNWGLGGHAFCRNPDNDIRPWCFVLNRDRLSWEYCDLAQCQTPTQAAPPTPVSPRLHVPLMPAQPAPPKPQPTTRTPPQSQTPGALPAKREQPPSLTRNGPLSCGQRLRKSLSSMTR
Target sequence (P00748 373-615 limits assumed): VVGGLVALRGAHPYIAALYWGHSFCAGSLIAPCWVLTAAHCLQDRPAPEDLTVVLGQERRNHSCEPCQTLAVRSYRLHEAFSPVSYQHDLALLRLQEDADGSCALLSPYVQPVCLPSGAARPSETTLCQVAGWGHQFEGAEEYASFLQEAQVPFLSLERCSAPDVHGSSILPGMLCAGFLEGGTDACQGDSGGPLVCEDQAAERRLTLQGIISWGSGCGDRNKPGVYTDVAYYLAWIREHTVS
Furin inh – inhibitors of human furin; inhibition, % at 30 µM; P09958; purified furin, fluorogenic substrate cleavage; 220,000 compounds, 0.061% hits; in the data active = inhibition above about 25%; also: inactives centre near -15
PERK inhibitor – blocks human PERK kinase; Q9NZJ5; CHO PERK-DD fusion, SEAP luminescence translation reporter; inhibition, % at 5.6 µM; 220,000 compounds, 0.17% hits;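 active = inhibition above the mean inhibition of all tested compounds plus 3 SD, set separately per screening campaign, cut at about 2.9% in these data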;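 also: PERK kinase domain activated by AP20187 dimerizer at 100 nM; 0% = DMSO with dimerizer and 100% = rapamycin at 8.4 µM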
Rad51 HR inh – Rad51 (human) homologous recombination inhibition; 200,000 compounds, 0.085% hits; AID 1385; hRad51 DNA strand exchange, fluorescence dequenching; inhibition, % at 10 µM;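 active = inhibition above 40% at the single screening dose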;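 also: 0% = DMSO control wells and 100% = blanks with heterologous ssDNA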
Target sequence (Q06609 whole entry, looked up): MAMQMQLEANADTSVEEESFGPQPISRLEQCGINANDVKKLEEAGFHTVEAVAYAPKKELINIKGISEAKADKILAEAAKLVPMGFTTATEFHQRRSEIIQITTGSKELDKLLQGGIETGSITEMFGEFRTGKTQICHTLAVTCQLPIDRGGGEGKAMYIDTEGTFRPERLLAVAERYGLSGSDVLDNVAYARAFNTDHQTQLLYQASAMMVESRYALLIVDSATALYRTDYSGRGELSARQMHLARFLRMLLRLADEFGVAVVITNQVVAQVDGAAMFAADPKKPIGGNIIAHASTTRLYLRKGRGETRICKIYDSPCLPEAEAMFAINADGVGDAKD
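Material: Human Rad51 nucleoprotein filaments preassembled on unlabelled ssDNA | Also added: Labelled 47-mer dsDNA for strand exchange | Dosing: Single dose, 10 µM final compound | Schedule: 30-min compound preincubation and 15-min exchange, both room temperature | Technique: Fluorescence dequenching at 485/520 nm | Measure: Percent inhibition relative to plate controls and blanks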
Thrombin inh – blocks human thrombin protease activity. 220,000 compounds, 0.26% hits. inhibition, % at 5 µM. alpha-thrombin, Boc-VPR-AMC fluorogenic substrate cleavage. P00734;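 active = inhibition at or above 40%; inactive = inhibition below 40%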;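 also: 0% = enzyme with no compound and 100% = wells without enzyme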
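Assay system: human alpha-thrombin enzyme. Reagent: Boc-VPR-AMC substrate, 15 µM final. Compound dosing: one concentration per compound, 5 µM, with 0.2% DMSO. Incubation: room-temperature reaction. Technique: AMC fluorescence, 355/460 nm. Measure: % inhibition relative to enzyme controls and enzyme-free blanks.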
Active calls of the source: *; i = inactive; x = not tested or not shown; [ ] = dose if it differs, or a comment. A portion of the library, so the mix of outcomes need not match the whole.

Below each compound: hK5 inh	FXIIa inh	Calpain2 inh	FXIa inh	PERK inhibitor	Rad51 HR inh	Cl transport mod	Thrombin inh	Furin inh
1: CC(=NCc1ccc2c(c1)OCO2)c1c(O)[nH]c(=O)[nH]c1=O
 : -6	6	-20	2	0.8	-5	x	-5	-13
2: O=C(c1ccc(C(F)(F)F)cc1)C1CCCN(Cc2ccncc2)C1 (stereo not given)
 : 0	5	-9	-5	0.8	0	-1.3	-8	-26
3: O=P(Oc1ccccc1)(Oc1ccccc1)N1CCN(c2ccc(F)cc2)CC1
 : -2	2	23	-2	-0.8	x	-2.3	-11	-17
4: Oc1ccc2c3c1O[C@H]1c4[nH]c5ccccc5c4C[C@@]4(O)C(C2)N(CC2CC2)CC[C@]314
 : x	x	-12	x	0.6	7	0.86	x	x
5: COc1ccc(OC)c(N2Cc3ccccc3C2=N)c1
 : -7	2	6	-4	-0.5	16	0.39	-2	-13
6: C=CCn1c(O)c(C(C)=NCCCn2ccnc2)c(=O)[nH]c1=O
 : 3	7	-15	0	1.4	14	-0.0029	-1	-18
7: CC(C)=CCC12CN3CCN(CC(C3)C1=O)C2
 : -5	8	25	-3	0.7	3	0.043	1	-12[20 µM]
8: CCC1=C(C)C(N2CCOCC2)=NP(N2CCOCC2)(N2CCOCC2)=N1
 : 1	6	15	5	2.1	1	x	-3	-19
9: CC1=NN(c2ccccc2)C(=O)C1/C=C1\C(=O)NC(=O)N(c2ccc(C)c(C)c2)C1=O (stereo not given)
 : -5	13	7	-9	-0.1	x	-2.9	4	-19[20 µM]
10: CCCCn1c(O)c(C(CC)=NCCCN(C)C)c(=O)[nH]c1=O
 : 0	-16	31	-3	-0.5	3	0.028	-7	-22
11: CC(C(=O)c1c[nH]c2ccccc12)N1CCOCC1 (stereo not given)
 : 2	2	-5	2	-0.1	-4	1.3	-2	-19
12: NCCc1ccc(O)cc1
 : 7	-1	-14	-16	0.3	-1	-1.1	-7	-25[20 µM]
13: Cc1cc(C)c(-n2c(O)c(/C=N/N3CCCCC3c3cccnc3)c(=O)[nH]c2=O)c(C)c1 (stereo not given)
 : 6	-1	1	1	-1.1	-44	-1.1	-9	-12
14: Cc1ccc(C)c(NC(=O)CSc2nnc([C@@H](N)Cc3c[nH]c4ccccc34)o2)c1
 : -11	10	-18	4	x	0	x	-3	x
15: CN(C)P(=O)(CCl)Nc1ccccc1 (stereo not given)
 : 0	9	-15	3	0.5	5	0.49	-6	-21
16: CCOC(=O)c1c(N)n(CCN2CCOCC2)c2nc3ccccc3nc12
 : -68	-4	i	-7	-1.8	0	0.033	-5	-47[20 µM]
17: Nc1c2c(nc3sc4c(c13)CCCC4)CCCCC2
 : -5	13	36	-7	0.4	3	0.18	-9	-13[20 µM]
18: Cc1ccc2[nH]c(=S)n(-c3cccnc3)c(=O)c2c1
 : 1	1	4	-4	0.8	14	1.2	-6	-17
19: Cc1ccc(Cl)cc1N1CCN(CCN)CC1
 : -1	3	8	-8	0.1	11	1.3	-5	-18[20 µM]
20: CP(C)(=O)CCC(=O)O
 : 31	13	9	4	0.5	-2	0.087	15	-25[20 µM]

Later entries
Below each compound: hK5 inh	FXIIa inh	Calpain2 inh	FXIa inh	PERK inhibitor	Rad51 HR inh	Cl transport mod	Thrombin inh	Furin inh
21: COC(=O)c1c(C)n(Cc2ccccc2)c2ccc(O)cc12
 : 26	38	10	27	-0.6	-43	1.1	-2	7
22: CCNC(=O)NNC(=O)C1CC(c2cccnc2)=NO1 (stereo not given)
 : -29	6	-22	-4	1.6	-7	0.55	1	-21
23: Cc1ccc(N2C(=O)NC(=O)C(CCc3ccncc3)(Cc3cccc(Cl)c3Cl)C2=O)cc1 (stereo not given)
 : -11	4	-15	6	0.5	5	-0.27	-6	-25
24: N[C@@H](Cc1cc(Br)c(O)c(Br)c1)C(=O)O
 : -8	11	-9	7	2.6	x	-0.63	-1	-13
25: COc1ccc(NC(=O)CN2CC=C(c3ccccc3)CC2)cc1S(=O)(=O)N1CCOCC1
 : 0	7	-4	4	-0.9	1	-0.51	x	-6
26: O=C(COC(=O)Cc1ccccc1)Nc1ccc(Cl)cn1
 : -3	x	-30	-3	0.8	-6	-0.86	-4	-33
27: CCOC(=O)c1c(C)n(Cc2ccco2)c2ccc(O)cc12
 : -18	9	-92	8	-0.1	-7	-0.39	-2	-20[20 µM]
28: CC(=NCc1ccco1)c1c(O)n(-c2ccc(C)cc2)c(=O)[nH]c1=O
 : -3	5	0	-1	-0.8	9	-0.3	-3	-22
29: CCOc1ccccc1-n1c(O)c(C=Nc2ccc(N(CC)CC)cc2)c(=O)[nH]c1=O
 : 1	24	-9	25	0.3	-30	-1.6	-2	6
30: c1ccc(Cn2ccnc2)cc1
 : -12	10	-4	6	1.3	2	0.86	x	-6
31: N#Cc1cc(F)c(N2CCNCC2)cc1Cl
 : -5	19	2	4	-0.2	7	0.27	4	-6[20 µM]
32: O=C1NC(=O)N(Cc2ccc(F)cc2)C(=O)/C1=C\C=C\c1ccco1
 : -3	-2	25	-2	-0.9	-70	2	-7	-16
33: CC1CN(c2ccc([N+](=O)[O-])c3cccnc23)CC(C)N1 (stereo not given)
 : 6	15	12	3	0.6	-9	-0.83	1	-10[20 µM]
34: Cc1ccnc(-n2c(C)nc3ccccc3c2=O)c1
 : -19	5	-11	-1	0.7	-2	0.66	-4	-15
35: CN1C(=O)C(=Cc2ccccc2Oc2ccc(Cl)cc2)C(=O)N(C)C1=O
 : 33	11	17	1	0.6	10	-1.8	7	-8[20 µM]
36: COc1ccc(N2C(=O)NC(=O)/C(=C\c3ccccc3[N+](=O)[O-])C2=O)cc1
 : 4	8	19	1	0.3	-1	x	-8	-6
37: CCN(CCNc1ccc([N+](=O)[O-])c2cccnc12)S(=O)(=O)c1ccccc1
 : -7	10	-4	3	1.0	-41	-0.1	-13	-18
38: Cc1ccccc1-n1c(/C=C/c2ccccn2)nc2ccccc2c1=O
 : 6	16	-10	3	0.9	3	x	5	-13
39: C/C(=N\NC(N)=O)c1c(O)n(C)c(=O)n(C)c1=O
 : 3	7	-1	-2	1.5	-2	1.2	-1	-9
40: Cc1ccc2c(c1)C1CN(C)CCC1N2S(=O)(=O)c1ccccc1 (stereo not given)
 : -24	16	-7	2	-0.2	-8	0.16	6	-9

Compounds 30–31, reprinted for reference:
Below each compound: hK5 inh	FXIIa inh	Calpain2 inh	FXIa inh	PERK inhibitor	Rad51 HR inh	Cl transport mod	Thrombin inh	Furin inh
30: c1ccc(Cn2ccnc2)cc1
 : -12	10	-4	6	1.3	2	0.86	x	-6
31: N#Cc1cc(F)c(N2CCNCC2)cc1Cl
 : -5	19	2	4	-0.2	7	0.27	4	-6[20 µM]

(more compounds)
Below each compound: hK5 inh	FXIIa inh	Calpain2 inh	FXIa inh	PERK inhibitor	Rad51 HR inh	Cl transport mod	Thrombin inh	Furin inh
41: O=C(COc1ccc(Cl)cc1)NC1CN2CCC1CC2 (stereo not given)
 : -16	8	3	-5	0.7	10	0.7	1	-15
42: C/C(=N\N1CCCCCC1)c1c(O)n(C)c(=O)n(C)c1=O
 : -4	4	-10	-4	0.2	37	0.59	-4	-31
43: CN(C)c1ccc(N=Cc2c(O)n(CCC3=CCCCC3)c(=O)[nH]c2=O)cc1
 : -27	14	-13	4	1.2	-19	x	-1	-16
44: O=C(c1sc2ccccc2c1Cl)N1CCC2(CC1)OCCO2
 : 3	14	-9	6	0.1	4	x	3	-21[20 µM]
45: CCOC(=O)c1c(-c2ccc(OC)cc2)oc2ccc(OC(=O)N(C)C)cc12
 : -89	-8	i	-4	-0.2	-8	0.25	-1	-52
46: O=C(O)c1nn(Cc2ccc(Cl)cc2Cl)c2ccccc12
 : 6	7	-29	-1	1.4	30	-1.5	-9	-33
47: C=CCn1c(O)c(/C=N/N2CCCCC2c2cccnc2)c(=O)[nH]c1=S (stereo not given)
 : -2	-3	4	-6	-0.5	-13	0.55	-10	3
48: O=P(Nc1ccccc1)(Oc1ccccc1)Oc1ccccc1
 : -2	-3	15	-5	-0.9	14	-0.37	-8	-11
49: Cc1cccc(-n2c(O)c(/C=C3/C(c4ccccc4)=Nc4ccccc43)c(=O)[nH]c2=O)c1
 : 4	9	14	3	0.7	-14	-2.7	-2	-5
50: CC(C)OP(=O)(OC(C)C)C(O)c1cccnc1 (stereo not given)
 : -4	5	-16	7	1.4	1	1.1	-3	-16
51: CCOP(=O)(OCC)C(c1ccccc1)N(C)C=O (stereo not given)
 : 5	15	7	4	0.3	-2	i	4	-30
52: CC1COC2N=C(N[N+](=O)[O-])NC2O1 (stereo not given)
 : -6	10	-17	-6	0.3	-17	0.097	-11	-9
53: Cc1cccc(NC(=S)N2CC3CC(C2)c2cccc(=O)n2C3)c1C (stereo not given)
 : -6	14	-8	3	0.9	0	-1.5	-8	13
54: Cc1ccc(NP(=O)(Nc2ccc(C)cc2)Oc2ccccc2)cc1
 : 9	7	18	0	0.0	-4	0.31	-3	-22
55: CC(C)Sc1nnc([C@@H](N)Cc2c[nH]c3ccccc23)o1
 : -2	13	-22	-5	0.8	4	x	2	-21
56: CC(=NCCN1CCCCC1)c1c(O)n(Cc2ccccc2)c(=O)[nH]c1=O
 : 4	14	-32	0	0.6	1	0.51	0	-22
57: COC(=O)C1C(O)C(C)C(O)C(C)/C=C\C=C(/C)C(=O)Nc2c(C)c(OC(C)=O)c3c(c2O)C(=O)C(C)=C2OCOC(=C23)/C(C)=C/C(C)(O)C(O)C(C)C1O (stereo not given)
 : 7	2	13	8	1.2	-46	0.85	-2	5
58: Cc1cc(C)cc(N2C(=O)NC(=O)/C(=C\c3cccn3-c3ccc(Cl)cc3)C2=O)c1
 : 4	14	-39	-1	1.9	1	0.0056	0	-1[20 µM]
59: CCC(C)N1C(=O)/C(=C/c2ccc3c(c2)CCN3CCCCl)C(=O)NC1=S (stereo not given)
 : -28	15	-63	8	0.5	-53	-0.57	-1	-13
60: CCOC(=O)Cc1csc(NC(=O)c2c(O)c3ccccc3n(CCC(C)C)c2=O)n1
 : 0	5	-282	-4	0.7	2	-0.44	-11	-13
61: Cc1occc1C(=O)N1CCC2(CC1)OCCO2
 : -14	13	4	3	-0.4	7	-1.7	-3	4[20 µM]
62: CCCn1ncc(CN2CCCC(C(=O)c3cccc(OC)c3)C2)c1C (stereo not given)
 : -5	1	3	-4	0.1	-36	0.35	-19	-10
